Screens: PubChem BioAssay, Sanford-Burnham Center for Chemical Genomics
A3A deaminase: blocks human APOBEC3A ssDNA deamination; P31941; recombinant A3A, FAM/TAMRA ssDNA deamination fluorescence; inhibition, % at 20 µM; 330,000 tested, 0.41% active;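 active means at least 40% inhibition at 20 µM here, with at most 30% in a related deaminase screen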;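 further: plate controls were A3A with DMSO for no effect and wells lacking A3A enzyme for full effect; some results filed as inactive read as strong as hits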
beta cell repl: inducers of beta-cell replication in MIN6 cells; proliferation, % at 10 µM; AID 2380; 330,000 tested, 0.29% active; MIN6 cells proliferation, ATPlite luminescence, 48 h; cells starved in 0.2% serum; 100% = growth in 10% serum;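 active means compounds whose signal lies at least 3.5 SD above the mean of all wells on their plate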;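 further: 0% = DMSO-treated cells in low-serum medium and 100% = 10% serum control; some compounds called inactive have numbers as strong as hits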
mIAP activ: mouse IAP activation; 330,000 tested, 0.24% active; muIAP, CDP-Star luminescence, 30 min; active compounds read high; 1 = vehicle-only enzyme signal, 0 = enzyme-free wells; activation factor at 10 µM;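 active means activation factor of at least 2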; further: the source names both 10 and 20 µM as test concentration; values of inactives mirror those of a sister screen read the other way
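Assay system: mouse IAP enzyme; reagent: chemiluminescent substrate CDP-Star; dosing: test compounds delivered from DMSO solution; schedule: 30 min at room temperature; measured by: luminescence from enzymatic CDP-Star hydrolysis; controls: DMSO-only wells and no-enzyme negative control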
hIAP block: blocks human intestinal alkaline phosphatase; P09923; purified IAP, CDP-Star luminescence, 30 min; inhibition, % at 10 µM; 330,000 tested, 0.12% active; AID 2544;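 active means inhibition reaching a set limit with compound at 10 µM in the primary screen, cut at about 35% in these data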;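 further: plate controls were DMSO wells with enzyme for no effect and no-enzyme buffer wells for full effect; values of inactives mirror those of a sister screen read the other way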
Target sequence (P09923 whole entry, looked up): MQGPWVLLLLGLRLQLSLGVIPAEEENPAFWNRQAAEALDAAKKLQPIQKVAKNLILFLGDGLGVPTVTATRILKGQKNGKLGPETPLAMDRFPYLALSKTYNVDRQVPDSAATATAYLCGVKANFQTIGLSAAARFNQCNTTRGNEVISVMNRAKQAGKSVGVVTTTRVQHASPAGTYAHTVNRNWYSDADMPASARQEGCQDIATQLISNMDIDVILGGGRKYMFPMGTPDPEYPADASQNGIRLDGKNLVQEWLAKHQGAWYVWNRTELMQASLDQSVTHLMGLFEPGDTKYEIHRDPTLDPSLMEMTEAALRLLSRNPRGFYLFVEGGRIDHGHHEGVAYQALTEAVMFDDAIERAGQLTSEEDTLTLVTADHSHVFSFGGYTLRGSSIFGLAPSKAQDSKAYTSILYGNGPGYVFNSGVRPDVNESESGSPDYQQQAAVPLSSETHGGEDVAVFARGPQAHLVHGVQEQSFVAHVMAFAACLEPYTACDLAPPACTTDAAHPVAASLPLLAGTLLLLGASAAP
mIAP block: mouse IAP inhibition; purified mouse IAP, CDP-Star luminescence, 30 min; inhibition, % at 10 µM; 330,000 tested, 0.2% active; AID 2806;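 active means inhibition of at least 40% at 10 µM in the primary screen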;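 further: plate controls were DMSO with enzyme for no effect and no enzyme wells for full effect; values of inactives mirror those of a sister screen read the other way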
APOBEC3G inh: inhibitors of human APOBEC3G DNA deaminase; 330,000 tested, 0.28% active; recombinant A3G, ssDNA deamination FAM/TAMRA fluorescence; inhibition, % at 20 µM; Q9HC16;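 active means inhibition of at least 40% at 20 µM, with no more than 30% in the related APOBEC3A deaminase screen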;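 further: plate controls were DMSO wells with A3G for no effect and wells lacking A3G enzyme for full effect; some compounds called inactive have numbers as strong as hits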
Target sequence (Q9HC16 whole entry, looked up): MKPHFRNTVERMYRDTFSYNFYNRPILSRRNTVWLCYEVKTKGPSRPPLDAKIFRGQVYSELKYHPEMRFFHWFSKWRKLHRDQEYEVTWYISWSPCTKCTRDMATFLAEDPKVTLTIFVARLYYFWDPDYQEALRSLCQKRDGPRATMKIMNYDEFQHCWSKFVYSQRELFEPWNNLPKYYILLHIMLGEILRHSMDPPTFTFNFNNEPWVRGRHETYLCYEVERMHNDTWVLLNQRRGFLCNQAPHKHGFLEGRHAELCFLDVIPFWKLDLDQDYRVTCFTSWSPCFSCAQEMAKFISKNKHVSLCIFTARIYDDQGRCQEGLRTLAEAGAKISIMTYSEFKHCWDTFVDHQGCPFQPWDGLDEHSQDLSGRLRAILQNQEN
tim10-1 inh: inhibits growth of tim10-1 mutant yeast. 330,000 tested, 2.2% active. inhibition, % at 20 µM. S. cerevisiae tim10-1 ts strain growth, BacTiter-Glo, 24 h. AID 463190;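 active means inhibition of at least 40%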;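 further: mutant grown at 25 °C; 0% = DMSO wells with yeast and 100% = wells holding no yeast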
TIM10 inh: TIM10 yeast growth inhibition; S. cerevisiae TIM10 strain growth, BacTiter-Glo luminescence, 24 h; inhibition, % at 10 µM; 330,000 tested, 1.4% active;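 active means inhibition of 40% or more at the single tested concentration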;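 further: wild-type TIM10 isogenic control strain grown at permissive 25 °C; 0% = DMSO yeast wells and 100% = minimal medium wells without yeast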
NLRP3 yeast inh: blocks the NALP3 inflammasome reconstituted in yeast. inhibition, % at 10 µM. AID 2825. Yeast reconstituted NLRP3/ASC/caspase-1, beta-gal luminescence, 24 h. 330,000 tested, 0.39% active;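 active means inhibition of 50% or more; inactive means inhibition below 50%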;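 further: plate controls were induced DMSO wells for no effect and uninduced yeast grown without galactose for full effect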
* marks the source's active call; other numbers are inactive results.

SMILES	A3A deaminase	beta cell repl	mIAP activ	hIAP block	mIAP block	APOBEC3G inh	tim10-1 inh	TIM10 inh	NLRP3 yeast inh
CC(=O)C1=C(C)Nc2ncnn2C1c1cccc(O)c1 (stereo not given)	7.7	-5.2	1.1	6.2	-10.2	-5.4	12.5	-9.9	7.4
CCC(C)NC(=O)c1cc2c(=O)n(CC)c3ccccc3c2s1 (stereo not given)	-3.9	4.3	1	5.8	-0.1	-6.7	34.1	12.6	-1.5
CCCC(c1nnnn1CCOC)N1CCN(C(=O)c2ccco2)CC1 (stereo not given)	0.1	-0.5	1.01	-84.4	-0.8	-0.3	-14.2	1.0	9.8
CCc1ccc(C(=O)Cn2ccsc2=N)cc1	-3.6	-5.7	1.01	3.8	-1.5	-9.8	-11.9	-1.1	49.1
O=C(O)C(Cc1ccccc1)N1C(=O)/C(=C/c2cccs2)SC1=S (stereo not given)	1.7	-3.5	0.974	8.5	2.6	-2.1	25.7	12.9	25.1
CCO[C@@H]1OC(C(=O)Nc2ccccc2)=C[C@H](C2CC2)[C@H]1CCCO	-2.0	4.3	0.953	5.4	4.7	-3.9	3.6	10.1	12.7
CC1=Nc2ccccc2N=C(NC(=O)CN2CCN(c3ccc(F)cc3)CC2)C1c1ccccc1 (stereo not given)	-0.8	-0.4	1.03	21.4	-3.0	-7.8	9.5	17.3	11.6
O=C(C1=C[C@@H](c2ccc3c(c2)OCO3)C[C@@H](OCCCCO)O1)N1CCOCC1	-0.6	-1.4	0.86	-8.4	14.0	-10.2	-10.0	-0.6	9.6
Cc1nc(C(=O)NC2CCOCC2)sc1C1(C)CC(c2ccccc2)=NO1 (stereo not given)	-0.5	-3.9	0.934	-0.4	6.6	-8.4	-48.3	-44.2	18.1
Nc1nnc(SCc2ccc(F)cc2Cl)s1	-2.5	-2.1	0.944	6.6	5.6	-5.8	-14.9	-13.7	20.9
CCOC(=O)C(CC(=O)c1ccccc1)CC(=O)c1ccccc1	0.4	0.7	0.999	2.1	0.1	-4.6	12.7	2.6	32.2
NC(=O)c1ccsc1NC(=O)CS(=O)(=O)c1ccccc1	-2.2	2.0	1.03	0.5	-3.5	-6.0	-17.2	-11.7	4.6
C#CCCC/C(=C\C(=O)N(C)[C@H](C(=O)N(C)[C@H](C(=O)N(C)[C@H](C(=O)N(C)[C@H](C(N)=O)C(C)C)C(C)C)C(C)C)C(C)C)OC	-4.9	-1.6	0.933	12.7	6.7	-6.5	5.7	-2.1	6.6
O=C1O/C(=C\C(=O)N2CCOCC2)c2ccccc21	0.8	-1.7	1.1	2.9	-10.0	8.2	26.1	0.0	2.1
CCN(C(=O)COC(=O)c1c(C)noc1C)C1CCS(=O)(=O)C1 (stereo not given)	5.7	-1.6	0.95	8.3	5.0	-1.8	2.0	8.8	9.7
CN(C)C(=O)CSc1n[nH]c(-c2ccco2)n1	2.9	-2.5	0.922	0.0	7.8	-2.6	4.6	-16.8	-0.5
C=CCNC(=O)COC(=O)c1ccc(Sc2nncn2C)c([N+](=O)[O-])c1	0.6	2.7	0.983	11.7	1.7	-4.9	0.2	1.7	19.9
CCCCC1(Cc2ccc([N+](=O)[O-])cc2)C(=O)N(c2ccccc2)N(c2ccccc2)C1=O	3.2	-3.1	0.982	11.6	1.8	-0.9	37.7	1.2	23.6
O=C(Nc1cccnc1)c1ccc(C(=O)Nc2cccnc2)cc1	4.2	0.1	0.853	-5.3	14.7	-1.1	2.8	-2.6	11.4
CC(C)=CCCC(C)CN1CCC(N2CCC(C(=O)N3CCOCC3)CC2)CC1 (stereo not given)	1.7	-1.0	1.03	6.4	-2.6	0.7	-41.5	-57.5	22.3
Cc1ccc(CNC(=O)C(=O)NCC2CCCN2S(=O)(=O)c2cccs2)cc1 (stereo not given)	-5.6	-2.2	0.974	6.4	2.6	-13.1	0.2	-12.7	15.0
COCCNC(=O)NC(=O)COC(=O)C12CC3CC(CC(NC(C)=O)(C3)C1)C2	-0.3	-2.0	1.15	-17.4	-14.5	-0.4	7.9	-9.2	10.9
Cc1ccccc1-c1cc2nc(-c3ccc([N+](=O)[O-])cc3)cc(=O)n2[nH]1	1.1	0.5	1.05	22.9	-4.9	-0.3	13.6	-6.1	-1.8
COc1ccc(Cc2nnc(NC(=O)c3ccccc3C)s2)cc1	-3.0	0.2	1.01	4.3	-0.9	-8.3	9.8	10.1	22.6
CC(C)Oc1cc(O)c2c(=O)c(-c3ccc(O)cc3)coc2c1	1.9	-6.0	1.05	3.7	-4.7	-2.0	37.0	22.0	14.5
Cc1ccc(-n2c(SCc3cn4ccsc4n3)nc3ccccc3c2=O)cc1	4.8	-5.5	1.03	-18.5	-2.6	-4.1	26.7	25.4	12.8
Cc1ccc(-c2nnn(CC(=O)N(c3ccccc3)C(C(=O)NCC3CCCO3)c3ccc(F)cc3)n2)o1 (stereo not given)	-4.0	-1.3	1.01	-5.9	-1.2	-5.1	-4.2	10.4	4.8
COc1cc(Cn2nnc3ccccc32)cc(Br)c1O	-0.1	-2.6	0.924	-0.6	7.6	-3.3	11.6	12.0	5.6
CCOC(=O)Cn1c(C)[n+](C)c2cc(Cl)c(Cl)cc21	86.6*	-1.5	1.1	-8.8	-10.4	24.5	2.7	0.2	13.0
Cc1cc(NC(=O)Cc2ccccc2[N+](=O)[O-])no1	-4.1	-1.5	1.07	5.0	-7.4	1.4	-4.9	5.1	5.0
COc1ccccc1N1CCN(C(=O)/C=C/c2cccs2)CC1	3.8	-2.8	0.975	-4.4	2.5	-6.1	33.5	19.6	30.0
Cc1c(NC(=O)C2CC=CCC2C(=O)O)c(=O)n(-c2ccccc2)n1C (stereo not given)	21.7	-2.1	1.05	-0.9	-5.4	-1.2	0.9	1.8	5.5
Cc1cc(NC(=O)COC(=O)CSc2nc3cc(Cl)ccc3n2Cc2ccccc2)no1	0.1	2.2	1.04	8.2	-3.7	1.6	32.7	1.4	6.8
COCCn1c(Cc2ccccc2)nnc1SC(C)C(=O)NC1CC1 (stereo not given)	-1.5	-3.5	1.02	7.8	-2.2	-5.5	-4.2	-5.2	3.9
COc1ccc(CN(CC(=O)NCc2ccco2)C(=O)CNS(=O)(=O)c2ccc(C)cc2)cc1	0.6	3.8	1.02	0.7	-1.6	-9.2	1.9	5.0	8.1
CCc1cc2c(SCC(=O)NC3CC3)ncnc2s1	0.1	-0.6	0.931	-12.4	6.9	-1.3	-14.8	-1.8	23.9
COc1ccc2oc(-c3ccc(NC(=O)c4ccc(N5CCOCC5)c([N+](=O)[O-])c4)cc3)nc2c1	-4.3	-3.4	1.01	7.5	-0.6	-7.2	-7.5	-26.8	19.1
Cc1ccc(CC(=S)N2CCOCC2)cc1	-3.0	0.8	0.882	10.4	11.8	13.7	7.6	-1.2	4.2
COc1cc(C2NC(=O)NC(C)=C2C(=O)OCC2CCCO2)ccc1O (stereo not given)	1.4	-2.1	0.911	24.2	8.9	3.7	-13.8	-6.7	14.2
Cc1ccc(C(CC(=O)N2CCOCC2)c2ccco2)cc1 (stereo not given)	1.4	-2.3	1.11	3.2	-11.2	-0.4	12.2	3.3	10.4
CCOc1cc(OCC)cc(C(=O)NCCCN2CCOCC2)c1	-0.1	1.9	1.04	9.4	-3.6	-3.7	0.0	5.6	10.5
Cc1ccc(SC2CCN(C(=O)C3CCC(=O)N(C4CC4)C3)CC2)cc1 (stereo not given)	-2.7	-3.3	0.974	-10.2	2.6	-3.1	-2.5	5.4	8.7
Cc1ccc(NC(=O)Cc2ccsc2)cc1S(=O)(=O)N1CCOCC1	0.4	-4.8	1.13	7.7	-12.6	2.5	-8.7	0.2	2.5
CCOc1ccccc1C1C2=C(COC2=O)Nc2cc3c(cc21)OCO3 (stereo not given)	3.6	-6.0	0.983	8.6	1.7	-13.5	17.8	4.8	3.9
COc1ccc(N2CC(C(=O)Nc3nnc(SCC(=O)c4ccccc4)s3)CC2=O)cc1 (stereo not given)	-5.5	-2.8	0.933	0.6	6.7	-12.9	-6.7	-25.0	0.8
O=C(Nc1cccc(F)c1)C1CCN(C(=O)Cc2ccccc2)CC1	9.0	0.1	1.07	-7.5	-7.0	-0.9	13.7	-2.0	-1.2
Cc1cc(C)nc(N/N=C/c2cccc(Cl)c2)n1	-1.3	-0.5	0.899	1.5	10.1	-2.4	-3.9	14.5	17.4
O=S(=O)(N1CCCCC1)N1CCNCC1	2.2	-1.6	1.13	6.6	-13.0	1.6	6.5	4.4	15.9
CCC(C)(C)n1nnnc1C(c1ccc(C)cc1)N1CCN(Cc2ccc3c(c2)OCO3)CC1 (stereo not given)	-3.8	-4.0	1.16	-4.5	-16.2	-5.5	30.2	13.1	11.1
O=C1c2c(O)cc(O)cc2O[C@H](c2ccc(O)c(O)c2)[C@H]1O	-2.3	3.6	0.486	-5.4	51.4*	-9.7	3.6	3.6	33.6
Later entries:
SMILES	A3A deaminase	beta cell repl	mIAP activ	hIAP block	mIAP block	APOBEC3G inh	tim10-1 inh	TIM10 inh	NLRP3 yeast inh
O=c1oc(-c2ccccc2Br)nc2ccccc12	-2.2	-3.3	0.922	18.9	7.8	-8.9	49.1*	29.8	28.7
Cc1cc([N+](=O)[O-])ccc1NC1CCCC1	1.0	0.0	0.997	1.0	0.3	-7.1	36.4	-6.4	4.7
CCc1noc(C)c1C(=O)OCC(=O)N(CCOC)c1c(N)n(Cc2ccccc2)c(=O)[nH]c1=O	0.9	-3.0	0.937	5.8	6.3	-3.8	10.1	16.9	20.9
CCCOP(=O)(c1ccc(N(C)C)cc1)C(O)c1cc(OC)c(OC)c(OC)c1 (stereo not given)	-0.1	-4.5	1.05	0.4	-5.3	-0.6	7.6	2.6	-3.6
Cc1cc(NC(=O)COc2coc(CN3CCN(c4ccc(F)cc4)CC3)cc2=O)no1	-0.8	1.8	1.01	-7.8	-1.2	-5.8	3.8	-1.4	21.0
CCCNC(=O)c1ccc(Cn2cc(C(F)(F)F)ccc2=O)cc1	-2.0	1.6	0.995	-8.3	0.5	-8.5	5.6	-0.1	-15.0
O=C(CN1C(=O)c2ccccc2S1(=O)=O)c1ccccc1Cl	-1.1	-4.2	1.02	-9.6	-2.3	-6.0	7.0	6.3	8.5
COc1ccc(/C=C/C(=O)Nc2cc(S(=O)(=O)N3CCOCC3)ccc2C)cc1OC	-0.5	0.9	1.09	-5.3	-8.9	-7.1	-4.3	-1.0	4.9
COc1ccc(/C=N/OC(=O)Nc2ccc(Cl)cc2)c(OC)c1	1.1	1.2	1.14	19.0	-14.2	1.9	7.1	20.1	-0.1
O=C(CCC(=O)Nc1ccccc1)N/N=C/c1ccc2c(c1)OCO2	-0.5	1.7	0.998	4.4	0.2	-5.9	-16.4	4.4	21.3
COc1ccccc1/C=C1\SC(=S)N(NS(=O)(=O)c2ccccc2)C1=O	2.4	-2.7	0.964	8.8	3.6	4.2	37.0	14.1	-15.5
CCOc1ccccc1N(C)C(=O)c1cc2c(=O)n(CC)c3ccccc3c2s1	3.3	-3.3	0.878	1.3	12.2	0.1	12.8	4.1	-0.2
Cc1ccc(NC(=O)CCCSc2nc3ccccc3[nH]2)cc1	-0.4	0.7	1.06	-0.6	-6.2	-8.2	12.7	2.7	6.9
